# Bioassay records as filed in PubChem BioAssay.
# Rtt109 HAT inh = blocks Candida albicans Rtt109/Vps75 acetyltransferase activity; inhibition, % at 34.9 µM; purified Rtt109/Vps75, ThioGlo CoA-SH fluorescence, 4 h; 330,000 tested, 0.16% active;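 active means inhibition of at least 50% in every replicate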
# Target sequence (Q5AAJ8 whole entry, looked up): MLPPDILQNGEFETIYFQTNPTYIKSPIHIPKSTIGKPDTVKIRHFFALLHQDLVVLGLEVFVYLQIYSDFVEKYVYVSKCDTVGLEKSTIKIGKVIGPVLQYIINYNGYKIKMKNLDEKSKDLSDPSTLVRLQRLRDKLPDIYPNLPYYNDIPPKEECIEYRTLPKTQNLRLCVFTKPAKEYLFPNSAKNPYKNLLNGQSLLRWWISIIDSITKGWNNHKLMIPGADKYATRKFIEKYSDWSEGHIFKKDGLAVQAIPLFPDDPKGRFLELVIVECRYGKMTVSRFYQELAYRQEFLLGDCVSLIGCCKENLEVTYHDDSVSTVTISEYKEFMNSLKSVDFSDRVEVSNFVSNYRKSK
# dFosB activator = activators of mouse delta FosB homodimer; 340,000 tested, 0.99% active; activation, % at 25 µM; purified delta FosB, TAMRA-CDK5 oligo fluorescence polarization; percent of positive-control signal above neutral wells;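 active means mean activation above about 17%, with every replicate also reaching it, limit read from the data, passing the limit was not always enough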;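 further: fluorescence polarization rise as delta FosB binds a TAMRA Cdk5 AP-1 oligo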
# Target sequence (P13346 whole entry, looked up): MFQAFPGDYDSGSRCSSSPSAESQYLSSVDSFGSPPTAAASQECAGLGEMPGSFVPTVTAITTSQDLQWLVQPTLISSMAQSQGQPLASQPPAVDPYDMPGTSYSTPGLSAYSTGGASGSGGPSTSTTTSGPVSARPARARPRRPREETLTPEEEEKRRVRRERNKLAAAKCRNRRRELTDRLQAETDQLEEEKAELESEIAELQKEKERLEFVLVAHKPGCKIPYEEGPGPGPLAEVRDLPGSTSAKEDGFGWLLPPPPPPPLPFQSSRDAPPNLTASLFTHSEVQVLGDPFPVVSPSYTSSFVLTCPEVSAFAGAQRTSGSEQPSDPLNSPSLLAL
# cardiac RTF act = increases calcium sensitivity of human cardiac regulated thin filaments. AID 493008. 340,000 tested, 0.24% active. activation, % at 7.2 µM. IANBD-labeled TnC RTF fluorescence at EC20 calcium; 0% EC20 calcium, 100% full calcium. P19429+P45379;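 active means activation above the mean over all tested compounds plus 3 SD, cut at about 30% in these data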;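 further: rise in fluorescence read as greater calcium sensitivity of cardiac thin filaments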
# HTR5A ag ctr = activates human HTR5A in OPRM1-OPRD1 agonist counter-screen; activation, % at 9.3 µM; P47898; 340,000 tested, 0.61% active; HTR5A agonist assay, luminescence, cell-based; in the data active means activation mostly above about 9.5%, no sharp cut-off; inactive means mostly below about 7.6%;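 further: 0% = cells with vehicle only and 100% = reference agonist; strong numbers were not always called active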
# Target sequence (P47898 whole entry, looked up): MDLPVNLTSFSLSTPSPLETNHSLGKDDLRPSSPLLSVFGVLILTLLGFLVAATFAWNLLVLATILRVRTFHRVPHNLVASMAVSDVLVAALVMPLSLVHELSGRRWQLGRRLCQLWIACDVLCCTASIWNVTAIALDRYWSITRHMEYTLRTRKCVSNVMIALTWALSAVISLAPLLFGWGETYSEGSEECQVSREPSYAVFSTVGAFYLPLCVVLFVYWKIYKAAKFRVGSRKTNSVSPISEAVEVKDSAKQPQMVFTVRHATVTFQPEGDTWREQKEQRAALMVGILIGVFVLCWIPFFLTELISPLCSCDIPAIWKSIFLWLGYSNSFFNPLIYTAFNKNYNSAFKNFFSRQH
# PvdQ acylase = blocks Pseudomonas aeruginosa PvdQ acylase activity. purified PvdQ acylase, fluorescence plate reader. inhibition, % at 10 µM. AID 488965. 340,000 tested, 0.063% active; in the data active means inhibition above about 30%, passing the limit was not always enough;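 further: 0% = vehicle neutral wells and 100% = reference inhibitor wells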
# CDK5 inh = inhibitors of human CDK5/p35 kinase. Recombinant CDK5/p35, ADP-Glo luminescence, 60 min. inhibition, % at 10 µM. 330,000 tested, 0.01% active. AID 488839;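 active means highest replicate inhibition of at least 50% and at least 75% of replicates reaching 50%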;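 further: plate controls were DMSO neutral control for no effect and GW8510 at 10 µM for full effect; many of its hits are not listed in these tables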
# MITF TRPM1 HTS = MITF TRPM1 promoter activation in melanoma cells; 300,000 tested, 0.75% active; AID 588334; activation, % at 12.5 µM; SK-MEL-5 TRPM1-promoter luciferase, 24 h; % of positive control, neutral wells = 0;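 active means mean activation of at least 80% with every replicate also reaching 80%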;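 further: 0% = neutral control wells and 100% = parthenolide positive control wells; values of inactives mirror those of a sister screen read the other way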
# Wnt act = Wnt/beta-catenin pathway activation | Wnt/beta-catenin reporter cell assay, activator, plate reader | activation, % at 9.35 µM | 300,000 tested, 1.2% active | AID 743398; in the data active means activation above about 30%, passing the limit was not always enough;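 further: 0% = neutral control wells and 100% = positive control wells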
# SR-BI DiI-HDL act = enhances SR-BI lipid uptake from DiI-HDL; CHO ldlA[mSR-BI] cells, DiI-HDL uptake fluorescence, 3 h; 100 = double the neutral-control signal; activation, % at 12.5 µM; 320,000 tested, 0.096% active;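 active means mean replicate activation of at least 60% and every replicate at or above 60%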;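 further: 0% = median plate neutral-control signal and 100% = twice that signal; values of inactives mirror those of a sister screen read the other way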
#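 Assay system: CHO ldlA[mSR-BI] cells, LDL receptor-null, SR-BI overexpressing; medium: Ham's F12 with 0.5% BSA, HEPES 25 mM, pH 7.4; also added: DiI-HDL 10 µg/mL; timing: 3 h uptake period with compound, 37 °C; signal: DiI fluorescence, bottom read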
# SR-BI DiI inh = inhibitors of mouse SR-BI mediated HDL lipid uptake; Q61009; ldlA[mSR-BI] CHO cells, DiI-HDL uptake fluorescence, 3 h; inhibition, % at 12.5 µM; 320,000 tested, 0.96% active;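 active means mean replicate inhibition of at least 70% and a set share of replicates each scoring 70 or more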;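 further: 0% = median of neutral control wells and 100% = median of positive control wells; values of inactives mirror those of a sister screen read the other way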
# Starred values were filed as active, the others as inactive; . = no result given.
# Every second line gives: Rtt109 HAT inh	dFosB activator	cardiac RTF act	HTR5A ag ctr	PvdQ acylase	CDK5 inh	MITF TRPM1 HTS	Wnt act	SR-BI DiI-HDL act	SR-BI DiI inh
COc1ccc(NC(=O)CCCCCn2nnc3ccccc3c2=O)cc1
    -16	-10	-1	-2	-8	-0.6	4	0	23	-23
CCCCOC(=O)Nc1ccc(S(=O)(=O)Nc2nc(C)cc(C)n2)cc1
    -6	-1	0	7	-1	0.0	-5	0	22	-22
Cc1nnc(SCc2ccc([N+](=O)[O-])cc2)[nH]c1=O
    -3	4	2	5	-7	0.1	0	-1	12	-12
O=C(NC(Cc1ccccc1)C(=O)NCCc1ccccn1)c1ccccc1 (stereo not drawn)
    12	4	-2	0	4	0.9	1	-1	0	0
COc1ccc(Nc2nc(C)cc(C)c2C#N)cc1
    -14	-8	-2	0	13	3.0	-3	-1	-26	26
COc1ccccc1OCC(=O)Nc1ccc(CSc2ccccc2)cc1C
    -7	-3	0	10	1	0.3	11	.	-32	32
CCC1=NN2C(=N)/C(=C/c3ccc(OS(=O)(=O)c4ccccc4)c(OC)c3)C(=O)N=C2S1
    3	-9	-5	11	1	0.6	6	-1	9	-9
N=C(N)SCc1ccccc1Cl
    2	1	5	-4	-13	0.7	-6	.	5	-5
O=C1C=C(c2cccc(Cl)c2O)C[C@@H](c2ccc(F)cc2)C1
    -24	-1	8	-3	-6	1.7	-4	1	-24	24
CN1CCN(C(=O)c2cc3c(n(-c4ccccc4)c2=O)CC(C)(C)CC3=O)CC1
    9	-9	-3	3	3	2.0	8	.	36	-36
COc1cc(OC)c2c(-c3cccc(-c4ccc(NC(C)=O)cc4)c3)cc(=O)oc2c1
    -2	14	3	-2	-9	1.9	-21	-1	-53	53
COc1ccc(CN2CCCCC2C)c(C)c1C (stereo not drawn)
    0	-2	1	3	-15	0.9	10	-2	11	-11
COCCNC(=O)Cn1nc(C)c([N+](=O)[O-])c1C
    5	5	2	-1	0	2.8	6	-1	23	-23
CCOc1ccc(CC(C(N)=O)C(N)=O)cc1
    -8	4	-2	5	-8	0.5	7	2	18	-18
O=C(CSc1nc2ccccc2c(=O)n1-c1ccccc1)NCc1ccc2c(c1)OCO2
    2	-1	-1	-5	19	4.9	-12	5	-1	1
O=C(NC1CC1)c1ccc(S(=O)(=O)NCC2CCCCC2)cc1
    -5	8	8	-4	-5	-0.7	1	-4	13	-13
Cc1cc(C(=O)COC(=O)C23CC4CC(CC(O)(C4)C2)C3)c(C)n1C
    2	-4	3	2	-8	-0.6	30	-1	17	-17
Cc1cccc(C(=O)Nc2ccc(CC(=O)O)cc2)c1
    -11	-1	-4	0	-14	-1.0	-13	.	1	-1
C/C(=N\NC(=O)c1nnn(-c2nonc2N)c1CN(C)C)c1ccco1
    2	1	-2	-1	-6	-3.5	2	3	4	-4
Cn1c(N)c(C(=O)COC(=O)CCC2CCCC2)c(=O)n(C)c1=O
    -9	-16	11	-1	-22	0.8	3	-1	5	-5
COc1ccc(NC(=O)COC(=O)c2ccc(O)cc2)c([N+](=O)[O-])c1
    -3	-1	1	2	7	2.3	3	-1	-37	37
CNC(=O)CN1C(=O)C2C3C=CC(C3)C2C1=O (stereo not drawn)
    -1	3	8	4	-13	0.5	.	21	33	-33
CN(CC(=O)Nc1ccc(F)c(F)c1F)C(=O)c1cc(S(=O)(=O)N(C)C)ccc1N1CCCC1
    -1	-9	-3	-7	-5	-0.4	3	-1	4	-4
C=CCn1c(SCC(=O)O)nnc1-c1cccc(Cl)c1
    -6	-4	1	0	-15	-1.2	-11	-3	-5	5
COc1cccc(NC(=O)COC(=O)C2CC(=O)N(c3ccc(C)cc3)C2)c1 (stereo not drawn)
    -3	-4	2	-1	-2	0.1	.	-2	6	-6
N#Cc1cccc(C#N)c1N1CCC(C#N)CC1
    -9	1	.	.	-6	-0.2	3	-1	34	-34
Cc1c(Cl)cccc1NC(=O)CNC(=O)c1cn(-c2ccccc2)nc1-c1cccnc1
    0	-2	3	1	-18	-0.9	-9	-5	4	-4
CCCC(c1nnnn1C(C)(C)CC)N1CCN(C2CCCC2)CC1 (stereo not drawn)
    -9	0	-4	1	2	0.1	.	0	13	-13
Cc1ccc2nc(NC(=O)Cn3cc4c(n3)CCCCC4)sc2c1
    -5	-7	4	3	-7	2.9	.	-1	5	-5
Cc1ccc(NC(=O)COC(=O)Cn2c(C)csc2=O)c([N+](=O)[O-])c1
    -4	-6	1	1	-22	-6.3	1	0	-4	4
CC(C)c1ccc(N=c2c([N+](=O)[O-])nn(-c3ccc4c(c3)OCCO4)n2O)cc1
    -3	-2	-5	-3	-11	0.0	8	-1	4	-4
Clc1ccc(C2=NNC(=NCC3CCCO3)SC2)cc1 (stereo not drawn)
    3	-3	1	5	-4	1.0	24	20	9	-9
CSCCC(=O)N1CCC(CCC(=O)NC2CC2)CC1
    -6	-3	-2	0	-12	-3.9	-6	-3	24	-24
CCN(Cc1cnn(C)c1)C(=O)c1ccc2nc(Cc3cccc(Cl)c3)oc2c1
    1	-15	0	4	-12	-0.3	1	2	-18	18
O=C(NN=C1CCCC1)c1ccccc1OCCOc1ccccc1
    -7	-5	-1	3	-8	-2.6	-10	0	1	-1
Nc1ccc(-c2cnc[nH]2)cc1[N+](=O)[O-]
    1	0	-6	-8	-2	-0.4	10	0	6	-6
COc1ccccc1CNS(=O)(=O)c1csc(C(N)=O)c1
    34	-1	-3	-6	7	2.0	-4	0	.	15
CCC(=O)N1CCN(c2cc(C)ccc2C)CC1
    7	-1	-2	2	3	-0.8	8	-2	-1	1
CCOc1ccc(/C=N/Nc2ccc(C(F)(F)F)cc2[N+](=O)[O-])cc1O
    -2	-6	1	1	3	1.7	18	-5	-27	27
FC(F)(F)c1cccc(-c2nc(-c3ccncc3)no2)c1
    7	6	1	9	-13	0.6	.	4	23	-23
Cc1nnc(SCC(=O)NCC(=O)Nc2ccc(F)c(F)c2F)n1Cc1ccccc1
    -1	-1	-4	-1	-1	-2.9	-27	0	15	-15
CCOc1ccc(CCNC(=O)c2cccc(S(=O)(=O)N3CC(C)OC(C)C3)c2)cc1OCC (stereo not drawn)
    7	-11	-8	1	-21	0.5	-2	1	-18	18
O=C(/C=C/c1ccc(Br)cc1)NCc1cccs1
    -1	4	-6	4	6	1.4	56	8	12	-12
Cc1ccc(-c2cn3c(n2)SCC3)cc1
    -1	-3	1	-1	-2	-1.6	23	65*	23	-23
CC(=O)c1c(OC(=O)c2ccccc2)ccnc1C(F)(F)F
    -6	0	8	1	-2	0.2	-9	4	9	-9
Cc1ccccc1NC(=O)NCCc1c[nH]c2ccccc12
    6	0	-2	5	5	1.7	8	-3	-14	14
COC(=O)c1cc(Sc2cccc(Cl)c2Cl)ccn1
    3	-6	9	-2	1	0.4	-7	-1	5	-5
Cc1nc2c(C)cccc2cc1C(=O)N/N=C/c1cccc([N+](=O)[O-])c1
    -13	-7	-5	5	-1	.	-3	-1	-2	2
CCOC(=O)C1CCCN(C(=O)c2cnn3c(C(F)F)cc(-c4ccc(C)cc4)nc23)C1 (stereo not drawn)
    8	-20	3	3	-15	-1.8	-13	-3	-26	26
COc1ccc(/C=C2\N=C3CCCN3C2=O)cc1
    16	-1	8	0	8	-1.3	28	28	21	-21

# The results go on.
# Every second line gives: Rtt109 HAT inh	dFosB activator	cardiac RTF act	HTR5A ag ctr	PvdQ acylase	CDK5 inh	MITF TRPM1 HTS	Wnt act	SR-BI DiI-HDL act	SR-BI DiI inh
Cc1cnc(NC(=O)Cc2ccc(C)c(C)c2)s1
    -2	-6	0	1	4	2.5	6	2	-3	3
O=C(/C=C/c1ccccc1)N1c2ccccc2Sc2ccc(C(F)(F)F)cc21
    7	4	6	3	12	0.4	-6	0	-6	6
Cc1cc(Nc2ccc(F)c(F)c2)nc(-c2ccccc2O)n1
    -54	3	-9	0	-11	-1.7	11	-2	.	.
C/C=C(\C)CN1CCN(c2ccccc2)CC1
    -34	-2	-3	-5	-11	0.0	-2	.	8	-8
O=C(/C=C/c1ccccc1)NCc1ccc2c(c1)OCO2
    7	0	-1	2	-8	0.0	1	0	-3	3
CCc1nnc(NC(=O)CSc2nc3c(c(=O)n2C)SC(C)C3)s1 (stereo not drawn)
    5	-5	3	4	-16	-3.2	.	-2	1	-1
CC(=O)CCc1ccc(OCC(=O)Nc2cccc(S(=O)(=O)N(C)c3ccccc3)c2)cc1
    4	11	1	1	-21	2.1	3	-1	-40	40
CN(C(=O)c1ccc(COc2ccccc2Cl)o1)c1ccccc1
    -3	-6	-6	1	10	0.6	7	3	-6	6
Cn1c(=O)c2c(nc(Sc3ncnn3CC(=O)NC3CCCCC3)n2C)n(C)c1=O
    9	-1	-2	1	-10	-5.7	-8	0	23	-23
O=C(c1c(F)cccc1F)N1CCN(CCOc2ccccc2)CC1
    -4	5	-7	4	-3	-1.1	-1	10	-11	11
O=C(Cn1cnc2c(nnn2Cc2ccc(F)cc2)c1=O)N1CCCc2ccccc21
    8	-1	13	-1	-20	-1.3	1	-3	-20	20
Cc1ccccc1-c1nc2ccccc2o1
    4	3	-3	-1	18	0.6	52	8	-8	8
Cc1onc(-c2c(F)cccc2Cl)c1C(=O)N1CCCc2ccccc21
    4	-7	-3	1	-17	1.3	-13	.	.	.
O=S(=O)(c1cccc2nonc12)N1CCCCCC1
    -19	1	1	1	-14	-1.7	1	1	4	-4
COC(=O)CCN(C(=O)c1cccc([N+](=O)[O-])c1)c1ccccn1
    -1	-6	0	-2	14	0.2	-2	-1	13	-13
CCN1C(=O)C(CC(=O)NC)N(NC(=O)c2ccccc2)C1=S (stereo not drawn)
    8	-1	1	1	6	-0.6	0	-5	14	-14
CCOC(=O)COc1ccc(N)cc1CC(NC(C)=O)(C(=O)OCC)C(=O)OCC
    2	-2	-7	6	10	-0.2	-8	-3	-21	21
O=C(CSc1nc2[nH]ncc2c(=O)[nH]1)NCc1ccccc1Cl
    -3	2	6	6	-12	1.8	0	-4	7	-7
CCCC(=O)N1CCN(c2ccc(NC(=O)c3ccc(Br)o3)cc2)CC1
    5	0	-4	4	11	-1.3	23	.	-18	18
COc1ccc(Cc2nnc(SC(C)C(=O)Nc3ccc(F)cc3Cl)o2)cc1 (stereo not drawn)
    4	-5	-2	-6	-12	1.2	-8	2	-21	21
CC(=O)NC(c1cccc([N+](=O)[O-])c1)c1c(OC(C)=O)ccc2ccccc12 (stereo not drawn)
    2	-4	1	-3	-10	1.3	-6	-4	-2	2
COc1ccc(CN=C2NN=C(c3ccccc3)CS2)cc1
    6	-10	4	-1	-12	0.6	36	-1	-9	9

# Complete entries, looked up by structure. Values in the order: Rtt109 HAT inh | dFosB activator | cardiac RTF act | HTR5A ag ctr | PvdQ acylase | CDK5 inh | MITF TRPM1 HTS | Wnt act | SR-BI DiI-HDL act | SR-BI DiI inh
# COc1ccc(Cc2nnc(SC(C)C(=O)Nc3ccc(F)cc3Cl)o2)cc1 (stereo not drawn) in the list: 4 | -5 | -2 | -6 | -12 | 1.2 | -8 | 2 | -21 | 21
# COc1ccc(CN=C2NN=C(c3ccccc3)CS2)cc1 in the list: 6 | -10 | 4 | -1 | -12 | 0.6 | 36 | -1 | -9 | 9
